Runt-SMMHC FRET – inhibitors of RUNX1 Runt–CBFb-SMMHC binding, primary screen, biochemical, FRET, Cerulean-Runt, Venus-CBFb-SMMHC, uHTS | Cerulean-Runt/Venus-CBFb-SMMHC FRET ratio 530/480, 1 h | inhibition, % at 20 µM | 220,000 compounds, 0.74% hits | AID 1434, 2008;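 active = mean inhibition across duplicate retests at 20 µM reaching about 50%, limit read from the data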;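 note: 0% = DMSO wells and 100% = wells with excess untagged CBFb-SMMHC; inhibitors lower the FRET ratio by blocking Runt binding to CBFb-SMMHC; some results filed as inactive read as strong as hits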
TNF necrop inh – inhibitors of TNF-alpha triggered necroptosis, primary screen, cell-based, Jurkat FADD-/-, single concentration; Jurkat FADD-/- TNF necroptosis rescue, ATP luminescence, 24 h; 0 = TNF only, 100 = no-TNF cells; activation (protection from cell death), % at 10 µM; 220,000 compounds, 0.068% hits; AID 463075, 2010;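 active = activation, meaning protection from cell death, of at least 50% relative to plate controls; inactive = activation below 50%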;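 note: necroptosis triggered by 40 ng/mL TNF-alpha added together with compound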
p47phox inh – p47phox/p22phox peptide binding inhibitors, primary screen, biochemical, uHTS, NADPH oxidase regulatory subunit | fluorescence polarization, 2 h | inhibition, % at 24.7 µM | 220,000 compounds, 0.53% hits;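 active = inhibition above about 30%, limit read from the data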;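 note: 0% = p47phox with labelled peptide and 100% = labelled peptide alone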
Target sequence (P14598 whole entry, looked up): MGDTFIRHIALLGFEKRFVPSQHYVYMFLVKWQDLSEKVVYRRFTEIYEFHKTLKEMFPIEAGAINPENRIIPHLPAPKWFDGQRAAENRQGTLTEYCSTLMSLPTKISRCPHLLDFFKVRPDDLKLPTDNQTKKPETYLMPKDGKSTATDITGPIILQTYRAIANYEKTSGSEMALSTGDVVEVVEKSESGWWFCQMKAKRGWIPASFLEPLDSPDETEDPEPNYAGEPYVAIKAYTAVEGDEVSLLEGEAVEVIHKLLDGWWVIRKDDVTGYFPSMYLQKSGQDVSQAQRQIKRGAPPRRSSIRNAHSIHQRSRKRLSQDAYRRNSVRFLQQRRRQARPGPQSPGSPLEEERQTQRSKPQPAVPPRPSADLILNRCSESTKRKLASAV
MDM2 E3 inh – MDM2-luciferase reporter signal enhancers, primary screen, MDM2 E3 ligase inhibitor project, cell-based, luminescence, 1536-well. cell-based MDM2 ubiquitination luciferase reporter, 2 h; 0 = plate control, 100 = twice control, blank-subtracted. 210,000 compounds, 0.11% hits. signal enhancement, % at 5 µM. AID 1230, 2008;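 active = signal enhancement of 30% or more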;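 note: luminescence tracks abundance of the self-degrading MDM2-luciferase fusion protein; higher signal means inhibition of MDM2 E3 ligase activity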
Target sequence (Q00987 whole entry, looked up, the tested form may be a part): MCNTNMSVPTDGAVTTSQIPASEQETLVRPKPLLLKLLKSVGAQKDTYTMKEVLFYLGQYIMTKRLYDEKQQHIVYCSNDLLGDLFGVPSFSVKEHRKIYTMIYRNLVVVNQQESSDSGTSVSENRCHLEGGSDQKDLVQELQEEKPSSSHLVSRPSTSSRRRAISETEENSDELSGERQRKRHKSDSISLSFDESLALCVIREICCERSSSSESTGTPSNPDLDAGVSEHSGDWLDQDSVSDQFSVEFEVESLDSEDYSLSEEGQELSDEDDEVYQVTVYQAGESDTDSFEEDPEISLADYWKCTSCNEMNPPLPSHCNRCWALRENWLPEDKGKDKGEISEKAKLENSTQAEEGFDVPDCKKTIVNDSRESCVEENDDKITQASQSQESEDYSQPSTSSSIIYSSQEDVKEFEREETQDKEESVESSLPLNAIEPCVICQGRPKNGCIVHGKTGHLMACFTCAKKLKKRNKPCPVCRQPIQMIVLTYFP
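Assay system: stable mammalian line carrying autodegrading MDM2–luciferase fusion reporter; Input: 2000 cells in each well; Compound dosing: single-point 5 µM; Schedule: 2 h compound exposure at 37 °C; Signal: SteadyLite luciferase luminescence after 15 min room-temperature reagent incubation; Evaluation: % luminescence enhancement versus blank-corrected plate control mean; Benchmarks: plate controls and plate blanks.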
CHOP inhibitor – inhibitors of CHOP promoter induction, primary screen, cell-based, unfolded protein response, luciferase reporter; 220,000 compounds, 3.8% hits; inhibition, % at 10 µM; CHO-K1 CHOP-promoter luciferase, tunicamycin-induced, 15-18 h;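 active = compounds that reduced the stress-induced luciferase reporter signal by more than about 70% of percent inhibition, limit read from the data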;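 note: 0% = tunicamycin plus vehicle and 100% = wells without tunicamycin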
TRPML3 ag – human TRPML3 channel agonists, primary screen, cell-based, HEK293 TRPML3-YFP, Fluo-8 calcium fluorescence, 3 µM; Mucolipin-3 (Homo sapiens), Q8TDD5; 100% = the carbachol control signal; activation, % at 3 µM; 220,000 compounds, 0.29% hits;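 active = activation above its plate's cutoff, the mean activation of the plate's test wells plus 3 SD, cut at about 12% in these data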;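 note: 0% = DMSO only wells and 100% = carbachol wells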
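Material: HEK293 cells stably carrying human TRPML3-YFP; compound dosing: single dose, 3 µM final nominal compound, 0.3% DMSO final; incubation: 1-h 37 °C dye load, 5-s basal, 120-s post-compound reads; technique: Fluo-8 intracellular calcium fluorescence, excitation 470-495 nm, emission 515-575 nm; read-out basis: percent activation from peak-to-basal fluorescence ratio, scaled between DMSO and carbachol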
PPC-1+TRAIL kill – compounds killing PPC-1 cancer cells with TRAIL present, primary screen, TRAIL potentiator project, ATPLite luminescence, uHTS; PPC-1 cells + TRAIL, ATPLite viability luminescence; cell killing (% activity), % at 4 µM; AID 1443, 2008; 220,000 compounds, 0.41% hits;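 active = cell killing above 50% in the first pass at 4 µM, then a duplicate retest at 5 µM averaging 50% or more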;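 note: plate controls were cells with TRAIL plus DMSO for no effect and medium-only wells lacking cells for full effect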
zfTRPN1 agonist – zebrafish TRPN1 channel agonists, primary screen, cell-based, HEK293, calcium fluorescence | HEK293 zebrafish TRPN1-YFP, Fluo-8 calcium fluorescence; 100% = response to 87 µM carbachol | activation, % at 3 µM | 220,000 compounds, 0.18% hits | transient receptor potential cation channel N1 (TRPN1/NompC), Danio rerio;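 active = activation above its plate's cutoff, the mean activation of test wells on that plate plus 3 SD, cut at about 19% in these data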;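 note: 0% = DMSO alone and 100% = 87 µM carbachol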
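Material: zebrafish TRPN1-YFP in HEK293 cells. Doses: one dose of 3 µM, 0.3% DMSO. Incubation: dye 1 h 37 °C plus 30 min RT. Measured by: intracellular calcium fluorescence with Fluo-8.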
EBV gp42 inh – Epstein-Barr virus gp42 inhibitors, primary screen, biochemical, uHTS, fluorescence polarization; Fluorescence polarization binding assay, mP read-out; inhibition, % (tested at 21.74 µM); 220,000 compounds, 0.42% hits; AID 1085, 2008; in the data active = inhibition above about 50%
Target sequence (Q1HVG2 whole entry, looked up): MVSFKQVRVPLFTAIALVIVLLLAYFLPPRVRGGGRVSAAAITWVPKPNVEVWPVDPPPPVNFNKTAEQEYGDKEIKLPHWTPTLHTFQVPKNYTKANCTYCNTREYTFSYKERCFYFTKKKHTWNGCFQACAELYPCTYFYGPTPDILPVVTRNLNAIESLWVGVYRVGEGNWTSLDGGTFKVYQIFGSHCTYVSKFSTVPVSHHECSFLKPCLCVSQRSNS
Active calls of the source: *; / = no result given; [ ] = remark or other dose. No enrichment for hits; about 5.9% have a hit in one of these screens.

SMILES	Runt-SMMHC FRET	TNF necrop inh	p47phox inh	MDM2 E3 inh	CHOP inhibitor	TRPML3 ag	PPC-1+TRAIL kill	zfTRPN1 agonist	EBV gp42 inh
Fc1ccc(C2=Nn3c(nnc3-c3n[nH]c4c3CCC4)SC2)cc1	1	-4.1	-12	-5	-15	-0.9	-7	0.0	-1
Cc1nc2ccccc2c(=O)n1NC(=O)CCC(=O)O	-2	-0.5	1	-9	-4	0.8	1	0.9	4
COc1ccc2cc(C(=O)C3CCCN(Cc4cccc(C)n4)C3)ccc2c1 (configuration not stated)	1	1.8	-10	-3	14	0.5	11	0.0	0
CCN(CC)c1ccc(/C=c2/sc3nnc(-c4ccccc4C)n3c2=O)cc1	-64	0.4	-192	-31	26	1.6	8	4.0	172*
On1c(-c2ccccc2)nc2ccc(Cl)cc21	2	-2.1	-11	-8	-38	0.9	17	0.5	-12
COc1cc(C(=O)NCC(=O)OCC(=O)Nc2ncc(Cl)cc2Cl)cc(OC)c1OC	-6	0.4	-8	-14	14	-0.8	35	-1.5	-1
CCOC(=O)c1cc(C#N)c(Oc2cccc(C(F)(F)F)c2)nc1-c1ccccc1	-3	-2.4	-4	1	40	0.5	-4	1.2	-8
CC(=O)NCCc1nc2ccccc2n1Cc1ccc(C)cc1	2	0.3	10	-2	27	-0.2	13	1.6	-18
COCCn1nnnc1CN(Cc1cccnc1)Cc1cc2cc(OC)ccc2[nH]c1=O	10	0.9	-13	-11	13	0.8	4	-0.7	2
Cc1ccccc1C(=O)Nc1nnc(CC(=O)N/N=C/c2ccncc2)s1	0	4.9	-4	-11	0	0.7	-17	1.6	29
COc1ccc(CCN2C(=S)NC3CC2(C)Oc2ccc([N+](=O)[O-])cc23)cc1OC (configuration not stated)	0	-4.5	-15	-21	33	0.5	3	0.0	-16
COc1cccc(N2CCN(C(=S)NCCc3ccccc3)CC2)c1	-2	-4.6	-15	-5	43	-0.4	13	1.4	3
O=c1c2cc(N3CCOCC3)ccc2[nH]c(=S)n1CCc1ccccc1	-15	1.5	-3	4	-2	1.0	5	2.2	-20
COc1ccc(Cn2c(CCC(=O)N3CCN(c4ccccn4)CC3)nc3ncccc3c2=O)cc1	2	-4.5	-16	-22	0	-1.1	12	-0.5	12
Cc1cc(SCC(=O)OC/C(O)=C(\C#N)c2nc3ccccc3[nH]2)c(C)cc1Br	1	4.6	-93	-92	71*	-0.1	10	1.2	-44
Cc1cccc(N2CCN(C(=O)C3CCN(S(=O)(=O)N4CCOCC4)CC3)CC2C)c1 (configuration not stated)	-4	0.9	-6	-4	25	1.3	21	3.6	3
COc1ccc(F)cc1S(=O)(=O)N1CCN(Cc2ccc3c(c2)OCO3)CC1	-1	-0.2	2	-33	27	0.8	-25	1.6	-2
C/C(=N\NC(=O)c1ccc(Cl)c(S(=O)(=O)Nc2ccccc2Cl)c1)c1ccncc1	4	2.9	2	-19	-13	0.7	13	0.8	11
O=C(COc1ccccc1[N+](=O)[O-])Nc1ccc(CN2CCOCC2)cc1	-1	0.2	-8	-6	20	0.9	10	1.8	-4
O=C(Nc1ccc(Cn2cccn2)cc1)c1ccc(COc2ccccc2Br)cc1	2	-14	-26	-23	49	0.6	2	3.1	-13
CCOc1ccc(NC(=O)c2ccccc2CO)cc1	0	-1.0	-2	-9	26	-0.4	9	1.1	-5
CC1=C/C(=N\NC(=O)c2ccc(O)cc2)CC1	2	1.0	-28	-7	-1	0.6	18	-0.6	14
N#Cc1c(NC(=O)C2CC(c3ccccc3Cl)=NO2)sc2c1CCC2 (configuration not stated)	0	-3.2	-29	-33	-13	0.3	8	0.6	-17
CCCC1=C(C(=O)OCC)C(c2ccccc2OCC)NC(=O)N1C (configuration not stated)	0	-0.3	-9	-23	45	-2.1	5	-2.8	-4
Cc1ccc(S(C)(=O)=NS(=O)(=O)c2cccc3nsnc23)cc1 (configuration not stated)	-3	0.3	0	-5	8	0.3	16	-0.7	-3
Later entries.
SMILES	Runt-SMMHC FRET	TNF necrop inh	p47phox inh	MDM2 E3 inh	CHOP inhibitor	TRPML3 ag	PPC-1+TRAIL kill	zfTRPN1 agonist	EBV gp42 inh
O=C(COC(=O)c1ccc(Oc2ccccc2)cc1)Nc1nnc(-c2ccccc2)o1	-7	2.0	-28	-5	17	0.2	23	0.2	-3
Cc1ccc(NC(=O)CCn2c(=S)oc3ccccc32)cc1	-1	-0.1	22	-1	2	-0.3	-9	-0.6	1
Cc1ccc(N2C(=O)c3ccc(C(=O)O)cc3C2=O)c(C)c1	2	1.7	-9	-12	13	0.6	24	2.0	3
CCOC(=O)c1oc2c(CN3CCN(C)CC3)c(O)ccc2c(=O)c1-c1ccc(Br)cc1	-6	2.7	-32	-9	-11	0.5	-5	-1.9	8
CN(C)C(=S)Nc1cccc(F)c1	-1	-0.3	-1	-7	9	0.7	12	1.7	-7
O=C(NCc1ccco1)C(c1cccs1)N(C(=O)Cc1cccs1)c1ccccc1 (configuration not stated)	1	-3.1	-9	-4	18	-0.8	2	-0.9	-15
COCCN(C(=O)CC(C)(C)C)c1nnc(-c2cccnc2)s1	4	1.6	-3	2	9	0.8	-12	0.3	-29
O=C(NCc1ccccc1)C(c1cccs1)N(C(=O)c1csnn1)C1CC1 (configuration not stated)	-2	0.3	-10	1	28	-0.9	11	-0.3	-1
Cc1ccccc1CSCC(=O)NC(=O)NC(C)(C)C	-1	1.4	-15	-8	28	-0.3	4	-1.1	-10
Cc1ccc(-c2nc(CS(=O)CC(=O)NCCN3CCOCC3)c(C)o2)cc1 (configuration not stated)	-3	-1.6	-7	-8	34	0.3	-2	0.6	-12
CS(=O)(=O)N1CCN(C(=S)NCc2ccc(Cl)cc2)CC1	3	0.1	0	-3	12	1.3	9	1.1	1
C/C(=N\NC(=O)c1cc(Cl)ccc1O)c1ccc(Br)s1	-2	2.6	-15	/	21	1.0	20	1.2	-8
CCN(CC)S(=O)(=O)c1ccc(OC)c(NS(=O)(=O)c2ccc(F)cc2)c1	149	-2.8	0	0	-4	-0.2	11	0.0	3
COC(=O)c1ccc(CSc2nnc(CNC(=O)c3ccccc3F)o2)o1	0	-0.9	-6	-1	5	0.8	7	0.0	-5
Cn1cc(Cl)nc1C(O)c1ccccc1 (configuration not stated)	0	1.3	-5	-4	-9	1.2	10	0.5	-8
CC1=NNC(=O)C1CC(=O)N/N=C/C(C)=C/c1ccccc1 (configuration not stated)	1	1.1	1	3	19	0.7	17	1.5	7
COc1ccc(-c2csc(NC(=O)c3ccc(S(=O)(=O)N4CCc5ccccc5C4)cc3)n2)cc1	-2	1.8	-15	7	12	0.8	1	-1.8	-6
Cc1ccc(S(=O)(=O)c2cc(OC(=O)c3ccco3)ccc2OC(=O)c2ccco2)cc1	0	1.1	-10	/	26	0.7	9	0.6	-10
CC(C)OC(=O)N(C)c1ccc(C(O)(C(F)(F)F)C(F)(F)F)cc1	-3	-1.7	-9	10	45	0.8	24	-0.4	-17
CCc1ccc2c(c1)C(c1ccncc1)=NNC(c1ccccc1)=N2	0	1.9	4	22	8	1.2	-5	-1.3	5
Fc1cccc(CCN2C(=S)NC[C@@H]2Cc2ccccc2)c1	2	1.2	-1	/	25	-1.2	6	-2.8	-6
CC(C)CSc1nc(N2CCOCC2)c2c(c1C#N)CC(C)(C)SC2	0	-0.1	-15	-18	36	0.3	6	-1.3	-2
COc1ccc2nc(SCc3cccc(C)c3)nc(C)c2c1	-2	-0.3	-19	-10	47	0.6	4	0.6	-3
CC(NC(=O)CSc1nc2ccc(N)cc2s1)c1ccccc1 (configuration not stated)	-3	-2.0	-6	4	5	0.6	18	0.0	-30
Cc1cc(C(=O)CN2C(=O)NC(C)(CC(C)C)C2=O)c(C)n1-c1ccc2c(c1)OCO2 (configuration not stated)	2	3.0	-20	-10	58	-0.3	6	2.8	-10

Profiles, quoted from the list. Order of screens: Runt-SMMHC FRET, TNF necrop inh, p47phox inh, MDM2 E3 inh, CHOP inhibitor, TRPML3 ag, PPC-1+TRAIL kill, zfTRPN1 agonist, EBV gp42 inh
Profile of O=C(NCc1ccco1)C(c1cccs1)N(C(=O)Cc1cccs1)c1ccccc1 (configuration not stated) : 1, -3.1, -9, -4, 18, -0.8, 2, -0.9, -15
Profile of CC(C)CSc1nc(N2CCOCC2)c2c(c1C#N)CC(C)(C)SC2 : 0, -0.1, -15, -18, 36, 0.3, 6, -1.3, -2

Going on with the list:
SMILES	Runt-SMMHC FRET	TNF necrop inh	p47phox inh	MDM2 E3 inh	CHOP inhibitor	TRPML3 ag	PPC-1+TRAIL kill	zfTRPN1 agonist	EBV gp42 inh
COC(=O)c1c(NC(=O)c2ccccc2[N+](=O)[O-])sc2c1CC(C)(C)NC2(C)C	3	0.4	-3	11	-31	-0.5	24	0.5	-4
CC(C)OC(=O)CSc1nnc(-c2cnccn2)n1Cc1ccco1	-1	-2.5	-14	-16	-12	-0.4	-5	-0.1	-11
c1ccc2nc(-c3nc4ccccc4[nH]3)ccc2c1	1	-3.3	-3	-87	8	0.3	87*[5 µM]	0.1	6
Cc1nc(NC(=O)CSc2nnc(-c3ccccc3)c(-c3ccccc3)n2)c(Cl)cc1Cl	2	-1.0	-146	-8	31	-0.4	-7	0.3	-111
C=C1CCN(C(C(=O)OC)C(C)C)S(=O)(=O)c2ccc(F)cc21 (configuration not stated)	-3	0.3	-10	12	4	/	3	/	-15
C/C(=N/NC(=O)c1ccc2nc[nH]c2c1)c1cccs1	-1	-1.2	-9	-20	-9	0.7	3	1.1	2
CCOC(=O)Cc1csc(NC(=O)c2sc3nc4ccc(CC)cc4cc3c2N)n1	-16	-3.6	-21	-17	18	2.9	20	2.0	-3
Cc1ccsc1/C=N/Nc1nc2ccccc2[nH]1	5	18	-4	-14	3	-0.3	1	-0.8	-5
CC(C)OC(=O)Nc1ccc2c(c1)N(C(=O)CCN1CCN(CCO)CC1)c1ccccc1CC2	-4	0.4	-4	-7	14	0.6	37	0.2	-3
COc1ccc(NC(=O)Cn2cc(C(=O)c3ccco3)c3ccccc32)cc1	-4	1.1	-3	-24	15	-0.4	15	0.4	-5
O=C(Nc1ccccc1)ON=C1c2ccccc2-c2ccccc21	76	-4.5	-10	-11	21	-1.1	8	-2.2	18
CCOCCCNCc1cc(Cl)ccc1OCC	4	0.5	-12	-27	20	-0.1	12	-0.2	-9

Screens (PubChem)
